Bioassay records from PubChem.
bIAP activator: increases bovine intestinal alkaline phosphatase activity. purified bovine IAP, CDP-star luminescence, 30 min; stronger effect = higher value; fold of DMSO-control signal, blank-subtracted. activation factor at 20 µM. 200,000 compounds, 0.17% hits. AID 1016;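 active means activation factor of 2 or more at 20 µM, a signal rise over negative controls twice the positive control's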
FLuc stim CS: affects firefly luciferase, flagging false hits in luciferase stimulation screens; P08659; ATPlite luciferase biochemical, luminescence, 10 min; 0 = ATP-free wells, 1 = DMSO control; activation factor at 10 µM; 200,000 tested, under 10 active; AID 1027;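 active means luciferase activation factor, scaled between plate controls, of at least 2 with compound at 10 µM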
Target sequence (P08659 whole entry, looked up): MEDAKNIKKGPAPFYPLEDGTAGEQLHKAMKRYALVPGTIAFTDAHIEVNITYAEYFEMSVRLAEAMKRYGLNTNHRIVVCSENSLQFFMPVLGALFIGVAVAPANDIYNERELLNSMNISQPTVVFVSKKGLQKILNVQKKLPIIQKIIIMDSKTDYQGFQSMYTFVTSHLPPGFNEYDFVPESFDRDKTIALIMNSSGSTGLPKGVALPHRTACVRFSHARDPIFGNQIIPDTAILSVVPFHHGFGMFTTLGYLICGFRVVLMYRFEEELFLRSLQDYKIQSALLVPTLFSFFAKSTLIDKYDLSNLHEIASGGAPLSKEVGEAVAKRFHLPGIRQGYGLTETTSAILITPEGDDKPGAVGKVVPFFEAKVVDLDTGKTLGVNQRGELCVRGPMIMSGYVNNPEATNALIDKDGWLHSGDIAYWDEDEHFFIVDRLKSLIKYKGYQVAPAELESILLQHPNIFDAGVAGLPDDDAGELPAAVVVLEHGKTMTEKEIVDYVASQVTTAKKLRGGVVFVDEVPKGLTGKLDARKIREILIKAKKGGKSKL
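System: cell-free luciferase reagent; medium: PBS as buffer for the ATP substrate; doses: test compounds dosed from 2 mM stocks in 100% DMSO; incubation: 10 min, room temperature; measured by: luminescence from luciferase reaction; read-out: luciferase activation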
FLuc inh counter: inhibits firefly luciferase, flagging false hits in luciferase inhibition screens; P08659; ATPLite firefly luciferase biochemical luminescence, 10 min; inhibition, % at 10 µM; 200,000 compounds, 1.5% hits; AID 1006;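 active means inhibition above about 50% when tested at 10 µM, limit read from the data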
PMI act: increases human mannose-6-phosphate isomerase activity; P34949; purified human PMI, coupled resazurin fluorescence, 20 min; stronger effect = higher value; 1 = vehicle control, 0 substrate-free wells; activation factor at 20 µM; 190,000 compounds, 0.005% hits; AID 1214;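 active means activation factor of 2 or more at 20 µM, relative to plate controls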
TNAP inh hiacc: blocks human TNAP under high phosphate acceptor concentration. P05186. purified TNAP, CDP-star luminescence, 1 M DEA. inhibition, % at 20 µM. 200,000 compounds, 0.03% hits. AID 1135;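 active means over 50% inhibition of tissue-nonspecific alkaline phosphatase at 20 µM in the single-dose screen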;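 further: plate controls were DMSO wells for no effect and EDTA-quenched wells as full inhibition for full effect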
Target sequence (P05186 whole entry, looked up): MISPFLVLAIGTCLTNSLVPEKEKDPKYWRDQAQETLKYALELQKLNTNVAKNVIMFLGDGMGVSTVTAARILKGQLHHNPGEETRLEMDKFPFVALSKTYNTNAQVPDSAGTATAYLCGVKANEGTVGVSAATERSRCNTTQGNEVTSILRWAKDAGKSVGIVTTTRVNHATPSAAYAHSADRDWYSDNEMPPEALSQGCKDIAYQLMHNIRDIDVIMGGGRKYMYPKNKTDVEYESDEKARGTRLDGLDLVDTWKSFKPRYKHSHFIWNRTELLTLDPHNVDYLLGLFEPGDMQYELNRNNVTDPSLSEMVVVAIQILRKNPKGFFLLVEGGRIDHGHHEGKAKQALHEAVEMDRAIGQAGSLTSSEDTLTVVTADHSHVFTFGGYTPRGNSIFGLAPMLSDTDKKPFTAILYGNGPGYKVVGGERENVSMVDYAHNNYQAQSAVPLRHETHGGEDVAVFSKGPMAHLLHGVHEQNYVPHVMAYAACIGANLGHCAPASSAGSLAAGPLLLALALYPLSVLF
PMI act hi M6P: PMI (human) activation, high substrate. P34949. coupled PMI enzyme assay, resazurin fluorescence, 20 min; stronger effect = higher value; 1 = untreated enzyme, 0 = substrate-free blank. activation factor at 20 µM. 190,000 compounds, 0.34% hits. AID 1216;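 active means activation factor of 2 or more at 20 µM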
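test system = human PMI in coupled enzyme assay | medium = HEPES-buffered pH 7.4 with magnesium and detergent | also added = 1.0 mM mannose-6-phosphate substrate with 0.22 mM NADP+ | compound = 20 µM single dose | times = 20 min incubation at room temperature | measured by = resorufin fluorescence (Ex 544/Em 590 nm) from resazurin via diaphorase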
NF-kB expr up: raises NF-kB expression in human neuronal cells; NF-kB reporter expression; stronger effect = higher value; fold change at 12.5 µM; 190,000 compounds, 1.6% hits; in the data active means fold change above about 3.3
TNAP inh no acc: inhibitors of human TNAP without phosphate acceptor. 200,000 compounds, 0.26% hits. AID 1012. inhibition, % at 20 µM. purified TNAP, CDP-star luminescence, 30 min;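 active means tissue-nonspecific alkaline phosphatase inhibition above about 50% at 20 µM in the single-dose screen, limit read from the data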;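 further: 0% = DMSO negative control and 100% = EDTA positive control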
TNAP act hiacc: increases human TNAP activity under high phosphate acceptor concentration; purified TNAP, CDP-star luminescence, 1 M DEA, 30 min; stronger effect = higher value; 0 = EDTA background, 1 = DMSO-only activity; activation factor at 20 µM; 200,000 tested, under 10 active;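 active means activation factor at least 2 at 20 µM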
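Dosing: 20 µM single point. System: human TNAP. Amount: TNAP 1/800 final. Incubation: 30 min, room temperature. Read-out: TNAP activation factor scaled between EDTA and DMSO control wells. Signal: luminescence from CDP-star hydrolysis. Medium: 1 M DEA, pH 9.8, Mg2+, Zn2+. Control set: EDTA negative control, DMSO positive control.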
APP 5'UTR act: activates APP 5'UTR luciferase reporter. SH-SY5Y APP 5'UTR luciferase reporter, luminescence; zero percent = DMSO vehicle wells. activation, % at 2 µM. 190,000 compounds, 1% hits;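 active means activation above a set limit, based on mean plus 3 SD of controls, cut at about 140% in these data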; further: values of inactives mirror those of a sister screen read the other way
* marks the source's active call; other numbers are inactive results; · = no result given.

compound	bIAP activator	FLuc stim CS	FLuc inh counter	PMI act	TNAP inh hiacc	PMI act hi M6P	NF-kB expr up	TNAP inh no acc	TNAP act hiacc	APP 5'UTR act
O=C(COc1ccccc1Cl)Nc1ccc(C(=O)c2ccc(C(=O)O)cc2)cc1	1	1	-0.2	0.9	-2.0	1	0.97	-10.0	1	16.7
CC(=O)N1CCC(N(C(=O)Nc2ccc(C)c(C)c2)C2CCCC2)CC1	1	1	-3.1	0.9	-3.3	1	1.27	-18.3	1	9.8
CNC(=S)N/N=C/c1ccc(-c2ccc(Cl)c([N+](=O)[O-])c2)o1	1	1.1	-5.6	0.9	-0.5	0.8	1.36	5.1	1	11.9
Cc1cc(C(=O)OCC(=O)NC(=O)NC(C)(C)C)c(C)o1	0.9	1	-2.9	0.9	-0.9	0.9	1.15	-7.6	1	-16.9
O=C(CC1(O)C(=O)N(Cc2cccc3ccccc23)c2ccccc21)c1cccnc1 (stereo not given)	0.8	0.3	68.8*	0.9	-0.5	1	3.17	-5.0	1	-55.8
COc1cccc(-n2nnc3c(=O)n(Cc4cccc(C)c4)cnc32)c1	0.8	1	-1.1	0.9	-3.5	0.9	·	-9.4	1	·
COc1ccc2sc(N3C(=O)C4CC=C(C)CC4C3=O)nc2c1 (stereo not given)	0.9	1	0.9	0.8	-4.7	0.9	1.08	-16.4	1	22.1
CCNC(=S)N(Cc1c(C)noc1C)c1ccccc1	1	1	-2.5	0.9	-5.3	0.9	1.16	-7.3	1.1	14.4
Cc1ccc(C(=O)N2CCN(c3ccc([N+](=O)[O-])c(NCc4cccnc4)c3)CC2)cc1	1	1.1	-5.4	0.8	10.0	0.7	0.48	6.1	0.9	-1.7
CCOc1cc(C#N)c(NC(=O)c2ccnn2C)cc1OCC	1	1.1	-8.3	1	-2.2	1	1	13.9	1	30.8
O=C(c1ccc(Br)o1)N1CCc2ccccc21	0.9	0.5	54.0*	1	-5.4	1	4.32*	-6.8	1.1	119.4
CC(C)Oc1ccc(NC(=O)Oc2ccccc2)cc1	1.1	0.6	36.8	0.9	-0.1	0.7	1.14	-9.1	1	0.8
COc1ccc(OCc2nnc(SCC(=O)NNC(=O)c3ccc(C)cc3)n2C)cc1	0.8	1.1	-5.6	0.9	-1.2	0.9	1.07	-113.9	1	7.0
C#CC(C)(C)NC(=O)CSc1nc2c(c(=O)n(C)c(=O)n2C)n1CCCC	1	1.1	-9.7	1	-8.1	1	0.87	-13.8	1.1	-0.8
CCCC(=O)Nc1cc(Cl)ccc1N1CCN(C(=O)CC)CC1	0.8	1.1	-11.4	0.9	-6.4	1	0.93	-7.4	1.1	-0.3

The results go on.
compound	bIAP activator	FLuc stim CS	FLuc inh counter	PMI act	TNAP inh hiacc	PMI act hi M6P	NF-kB expr up	TNAP inh no acc	TNAP act hiacc	APP 5'UTR act
Cc1ccc(S(=O)(=O)N(CC(=O)Nc2ccc(Cl)c([N+](=O)[O-])c2)C2CCCCC2)cc1	1	1	-2.7	0.9	-2.8	1	0.87	-33.0	1	2.5
CC(C)c1cccc(C(C)C)c1NC(=O)c1ccc(OCC(=O)NCc2ccccc2)cc1	0.9	1.1	-7.9	1.1	-6.5	1	1.07	-18.3	1.1	4.0
CN(C(=O)c1ccccc1)C1(C)CCS(=O)(=O)C1 (stereo not given)	0.9	1.1	-6.9	1	1.6	1.1	1.13	-8.9	1	2.0
Cn1c(Cn2nnc3ccccc32)nnc1SCC(=O)c1ccc(F)cc1	1	1.1	-5.7	1.1	-6.4	1	0.88	-9.1	1.1	16.9
CC(C)CN1C(=O)c2ccc(NC(=O)Cc3ccccc3)cc2C1=O	1.1	1	2.0	1	-3.9	1	1.5	-7.5	1	9.7
CCOP(=O)(c1ccccc1Cl)C1(O)CCCCC1 (stereo not given)	0.9	1	-3.2	1	-4.8	1.1	1.21	-12.0	1	8.6
COc1ccc(-c2csc(Nc3ncccc3C)n2)cc1	1	0.6	44.9	0.8	-1.6	0.7	12.4*	-8.2	1	154.3*
O=C(CCc1nnc(C2CCCCC2)o1)NCc1ccc(F)c(F)c1	1	1	-0.3	1.1	-8.0	1.1	0.98	-7.3	1.1	5.0
CCS(=O)(=O)CCSC1OC(COC(C)=O)C(OC(C)=O)C(OC(C)=O)C1OC(C)=O (stereo not given)	0.9	1.1	-7.2	1	-8.5	1.1	1.17	-12.0	1.1	5.0
CSc1cccc(NC(=S)N(CCCN2CCCC2)Cc2cccn2Cc2ccc(Cl)cc2)c1	0.6	1	-2.7	0.9	-3.4	1	0.72	-10.7	1	-12.3
Cc1ccc(C)c(/C=N/NC(=S)NC(C)C)c1	0.8	1	-1.0	0.9	-1.7	0.9	1.18	-5.1	1	24.5
COCCCNC(=O)c1cc(Sc2ccc(F)cc2)nc2ccccc12	1.2	1	-1.9	1	-0.8	1.1	1.12	-14.7	1	-7.5
Cc1ccccc1S(=O)(=O)Nc1nc2ccccc2nc1NCCO	0.9	1	-4.9	1	-3.3	1	0.93	-11.8	1	8.9
CCC(C)c1ccc(O)c(NC(=O)c2cncc(Br)c2)c1 (stereo not given)	0.7	1	-3.7	0.9	-2.6	0.8	1.26	-10.5	1	1.2
c1cncc(CNc2ccc3c(c2)OCO3)c1	1	1	-2.4	0.8	-1.2	1	1	-6.4	1	-5.8

Pulled one by one from the list above (three):
compound	bIAP activator	FLuc stim CS	FLuc inh counter	PMI act	TNAP inh hiacc	PMI act hi M6P	NF-kB expr up	TNAP inh no acc	TNAP act hiacc	APP 5'UTR act
CC(C)c1cccc(C(C)C)c1NC(=O)c1ccc(OCC(=O)NCc2ccccc2)cc1	0.9	1.1	-7.9	1.1	-6.5	1	1.07	-18.3	1.1	4.0
CCOP(=O)(c1ccccc1Cl)C1(O)CCCCC1 (stereo not given)	0.9	1	-3.2	1	-4.8	1.1	1.21	-12.0	1	8.6
CCC(C)c1ccc(O)c(NC(=O)c2cncc(Br)c2)c1 (stereo not given)	0.7	1	-3.7	0.9	-2.6	0.8	1.26	-10.5	1	1.2

The results go on:
compound	bIAP activator	FLuc stim CS	FLuc inh counter	PMI act	TNAP inh hiacc	PMI act hi M6P	NF-kB expr up	TNAP inh no acc	TNAP act hiacc	APP 5'UTR act
COCCN1C(=O)C(CC(=O)Nc2ccc(C(C)=O)cc2)SC1=Nc1ccccc1 (stereo not given)	0.9	1.1	-8.6	1	-5.3	1	1.13	4.6	1.1	22.8
CCOC(=O)CC(NC(=O)c1cc2ccccc2oc1=O)c1cccc([N+](=O)[O-])c1 (stereo not given)	1	1	-3.5	1	2.0	1	0.81	-9.9	1	-40.1
O=C(NCc1ccco1)C(=O)c1c[nH]c2ccccc12	1	0.9	7.1	1	1.7	0.9	2.29	-1.5	1	40.7
Cc1ccc(OCCn2cc(/C=C3\C(=O)NN(c4ccccc4)C3=O)c3ccccc32)cc1	0.9	1	-4.1	0.9	14.1	1	1.11	4.1	0.9	12.0
COc1ccc(N2CC(C(=O)NC3CC(C)(C)NC(C)(C)C3)CC2=O)cc1 (stereo not given)	1.1	1	-3.7	1.1	2.2	1	1.13	-8.9	1	·
Cc1cccc(Cc2cnc(N3C(=N)SC(c4ccccc4)C3=O)s2)c1 (stereo not given)	1	1.1	-8.2	0.9	-7.9	1	1.11	-16.2	1.1	-7.5
Cc1cc(C)cc(C(=O)NC(=S)Nc2ccc(-c3cc4ccccc4oc3=O)cc2)c1	0.8	1	0.2	0.9	5.4	1	1.16	-11.2	0.9	-41.8
Cc1onc(-c2c(F)cccc2Cl)c1C(=O)NNC(=O)C1CCN(Cc2cccc(F)c2)CC1	1.2	1	-2.9	1.1	-3.8	1.1	0.94	-8.6	1	18.0
CCSc1nnc(NC(=O)C(C)C)s1	0.8	1.1	-5.7	1	-2.8	1	1.32	-8.7	1	·
Cc1ccc(NC(=O)Cc2c[nH]c3ccccc23)cc1S(=O)(=O)N1CCCCCC1	0.9	1.1	-5.8	1	-6.4	0.9	0.76	-20.7	1.1	18.1
CCN(CCn1cccn1)C(=O)CC1C(=O)NCCN1Cc1cccc(OC)c1OC (stereo not given)	1	1	-3.1	1	-4.0	0.9	1.05	-7.4	1	12.7
Cc1cc(OCCCCCN2CCCC2)ccc1Cl	1.1	1	-2.7	0.9	-1.2	0.9	0.71	-3.6	1	-6.2
O=C(NCc1n[nH]c(=S)n1-c1cccc(C(F)(F)F)c1)c1ccc(S(=O)(=O)N2CCCC2)cc1	1.1	1.1	-14.4	1	-2.6	1	1.17	14.9	1	11.7
CCC1Sc2ccccc2N(CC(=O)NCCC2=CCCCC2)C1=O (stereo not given)	1	1	-0.4	0.9	-6.5	1	1.2	-11.7	1.1	-1.9
Cc1cc2ccccc2c(=O)[nH]1	0.9	1.1	-11.1	1	-5.9	0.9	1.68	-12.5	1.1	21.1

The list continues.
compound	bIAP activator	FLuc stim CS	FLuc inh counter	PMI act	TNAP inh hiacc	PMI act hi M6P	NF-kB expr up	TNAP inh no acc	TNAP act hiacc	APP 5'UTR act
COc1ccc(C2C(C#N)=C(C)NC3=C2C(=O)CC(C)(C)C3)c(OC)c1 (stereo not given)	1	1	-3.6	0.8	-1.5	0.9	1.07	-11.2	1	13.2
COC(=O)c1ccc(CSc2nnc(Nc3cccc(OC)c3)s2)o1	0.9	1	-3.6	0.9	-7.3	1	1.4	-13.5	1.1	-1.2
O=C(CCC1N=C2c3ccccc3N=C(SCC(=O)NCc3ccco3)N2C1=O)NCc1ccco1 (stereo not given)	1.1	1	-3.4	1	-1.5	0.9	0.96	-9.9	1	11.8
Cc1ccc(C2CC(c3ccccc3OC(F)F)Nc3ncnn32)cc1 (stereo not given)	1	1.1	-8.5	0.9	-4.9	1	0.94	4.5	1	2.1
O=C(Nc1ccccc1C(=O)N1CCOCC1)c1ccncc1	0.9	1	-1.1	0.9	-1.0	0.9	1	-10.6	1	6.5
COc1cc2cc(Oc3ccc4ccc(=O)oc4c3)c(=O)oc2cc1OC1OC(COC(=O)CC(C)(O)CC(=O)O)C(O)C(O)C1O (stereo not given)	1	1	-3.5	1	-5.6	1	1	-9.2	1.1	-6.6
O=C(Nc1ccc(OC(F)(F)F)cc1)c1cnc2n(c1=O)CCS2	0.9	1	-3.8	1	-5.4	1	·	-3.5	1.1	·
CC1(C)C(=O)OC(/C=C\c2cccc([N+](=O)[O-])c2)C(C)(C)C1=O (stereo not given)	1	1	-1.4	1.1	4.0	1	0.97	-0.7	1	17.5
Cc1ccc(C(=O)NC2CC3CCCC(C2)N3C(=O)NC2CCCCC2)cc1 (stereo not given)	0.9	1.1	-6.5	1	-3.5	1.1	1.09	-11.3	1	-14.1
CCOC(=O)c1cc(-c2ccccc2)n(CC(=O)O)c1C	1	1	-1.6	0.9	-4.0	0.9	1.05	-7.7	1	17.8
